# Screening data from PubChem.
# D1 antag: Antagonist of Human D 1 Dopamine Receptor: qHTS; HEK293 TREx D1 cells, calcium flux, dopamine EC80; active compounds read low; activity change, negative = inhibition, % at 10 µM; hit rate 3.2% among 360,000; in the data active means activity change below about -30%; further: on the % scale 0 is the no-effect control and ±100 the full control effect
#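 HEK293 T-REx cells expressing inducible, force-coupled D1 receptor; no-wash Ca dye, 30–90 min RT. Cmpd → 180 s read at 1 Hz → EC80 DA → 180 s read.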
# D1 ag: Allosteric Agonists of the Human D1 Dopamine Receptor: qHTS | D(1A) dopamine receptor (Homo sapiens), P21728 | HEK293 T-REx D1 cells, calcium flux, agonist mode | activation, % at 2 µM | hit rate 1% among 360,000 | AID 504660, 2011; further: 0% is about no effect
#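 Agonism was scored from calcium flux recorded over 180 s (1 read/s) after pintool compound addition, following a 10-cycle baseline. Cells were inducible force-coupled HEK293 TREx D1, plated overnight at 30 C and loaded with no-wash calcium dye.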
# TRHR ag: qHTS for Small Molecule Agonists and Allosteric Enhancers of Human TRH Receptor: Primary Screen for Agonists | AID 493084, 2011 | activation, % at 2 µM | hit rate 0.18% among 360,000 | Thyrotropin-releasing hormone receptor (Homo sapiens), P34981 | TRHR cells, calcium flux fluo-8, FDSS agonist mode; further: 0% is about no effect
#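 Steps: seed TRHR cells overnight; add fluo-8 no-wash Ca dye, RT 30 min–1.5 h; record 10 s baseline; pin-transfer compounds; monitor fluorescence 1 cycle/s for the agonist window. Calcium increases flag candidate agonists.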
# D2 potentiator: HTS Assay for Positive Allosteric Modulators of the Human D2 Dopamine Receptor: Primary Screen for Potentiators. D(2) dopamine receptor (Homo sapiens), P14416. HEK293 T-REx D2, calcium flux, EC20 dopamine potentiation. potentiation, % at 10 µM. hit rate 0.34% among 340,000. AID 485347, 2010;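 active means potentiation over 3 SD above the plate norm, cut at about 30% in these data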; further: 0% is about no effect
#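 Using a no-wash calcium dye in inducible, force-coupled HEK293 Trex cells expressing D2, we tracked fluorescence each second for 180 s after compound, then for 180 s after EC20 dopamine to detect augmented signalling.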
# D2 antag: HTS Assay for Allosteric Antagonists of the Human D2 Dopamine Receptor: Primary Screen for Antagonists. D(2) dopamine receptor (Homo sapiens), P14416. HEK293 TREx D2 cells, calcium flux, dopamine EC80. inhibition, % at 10 µM. hit rate 2% among 340,000; in the data active means inhibition above about 30%; further: 0% is about no effect
#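 Antagonism is scored as inhibition of an EC80 dopamine-evoked calcium signal in a force-coupled, tetracycline-inducible HEK293 T-REx D2 line, with compound present 180 s before agonist.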
# RXFP1 antagonist: qHTS Assay for Antagonists of the Relaxin Receptor RXFP1 | Relaxin receptor 1 (Homo sapiens), Q9HBX9 | HEK293-RXFP1, relaxin-stimulated cAMP HTRF, 30 min; active compounds read low | activity change, negative = inhibition, % at 57.5 µM | hit rate 0.59% among 350,000;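 active means activity change of -60% or lower, but not beyond a set lower limit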; further: on the % scale 0 is the no-effect control and ±100 the full control effect
# Target sequence (Q9HBX9 whole entry, looked up): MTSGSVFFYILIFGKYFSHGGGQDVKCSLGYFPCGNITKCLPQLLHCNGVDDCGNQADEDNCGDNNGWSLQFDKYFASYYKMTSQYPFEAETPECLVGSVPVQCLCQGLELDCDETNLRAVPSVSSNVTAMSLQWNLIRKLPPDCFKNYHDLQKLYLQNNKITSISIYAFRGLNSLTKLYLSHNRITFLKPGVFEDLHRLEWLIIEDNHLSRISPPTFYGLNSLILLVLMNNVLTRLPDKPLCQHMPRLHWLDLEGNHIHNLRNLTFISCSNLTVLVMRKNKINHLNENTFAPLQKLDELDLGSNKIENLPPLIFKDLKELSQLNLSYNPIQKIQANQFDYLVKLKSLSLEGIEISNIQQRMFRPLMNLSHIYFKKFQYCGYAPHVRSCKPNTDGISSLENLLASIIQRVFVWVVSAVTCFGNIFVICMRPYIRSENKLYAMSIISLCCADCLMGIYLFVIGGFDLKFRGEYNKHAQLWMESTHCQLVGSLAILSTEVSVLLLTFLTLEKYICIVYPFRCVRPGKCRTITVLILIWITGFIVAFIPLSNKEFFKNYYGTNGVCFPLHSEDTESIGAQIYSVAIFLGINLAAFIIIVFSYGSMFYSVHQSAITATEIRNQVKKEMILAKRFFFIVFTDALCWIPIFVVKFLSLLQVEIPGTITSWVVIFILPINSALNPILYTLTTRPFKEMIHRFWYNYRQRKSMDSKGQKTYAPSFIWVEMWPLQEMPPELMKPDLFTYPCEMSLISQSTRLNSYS
# D2 ag: HTS Assay for Allosteric Agonists of the Human D2 Dopamine Receptor: Primary Screen for Agonists; activation, % at 2 µM; AID 485358, 2010; hit rate 0.53% among 340,000; D(2) dopamine receptor (Homo sapiens), P14416; HEK293 T-REx D2 cells, calcium flux agonist mode;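 active means activation over 3 SD above normal in the single-dose calcium agonist read, cut at about 30% in these data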; further: 0% is about no effect
#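 Tetracycline-induced HEK293 T-REx cells with force-coupled D2 receptor, plated overnight at 30 C, loaded with no-wash calcium dye. After a 10 s baseline, compound was pin-added and calcium flux read kinetically for 180 s; calcium rises flagged agonists.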
# TRHR PAM: qHTS for Small Molecule Agonists and Allosteric Enhancers of Human TRH Receptor: Primary Screen for Enhancers. AID 493056, 2011. hit rate 0.66% among 360,000. enhancement, % at 2 µM. TRHR cells, fluo-8 calcium fluorescence, EC20 TRH enhancement; in the data active means enhancement above about 30%; further: 0% is about no effect
#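 Enhancer read-out: after compound pinning and an initial kinetic agonist-mode read, an EC20 of TRH (10 nM final) was injected and fluo-8 calcium signal (Ex 480/Em 530) followed at 1 s/cycle for 100 cycles in TRHR-expressing cells.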
# D1 PAM: Potentiators of Human D1 Dopamine Receptor: qHTS; D(1A) dopamine receptor (Homo sapiens), P21728; HEK293 TREx D1 cells, calcium flux, dopamine EC20 potentiation; potentiation, % at 10 µM; hit rate 0.036% among 360,000; AID 504651, 2011; in the data active means potentiation above about 30%; further: 0% is about no effect
# Active calls of the source: *; · = no result given; & = joins results of further samples. Unless noted, no stated cut-off is given here; in the data, active means activation above about 30%; inactive means the rest. Rows are unselected; overall some 7.1% were active at least once.
SMILES,D1 antag,D1 ag,TRHR ag,D2 potentiator,D2 antag,RXFP1 antagonist,D2 ag,TRHR PAM,D1 PAM
Cc1ccc(/C=N/n2c(COc3ccccc3)n[nH]c2=S)s1,-7.3,4.0,-0.6,13.2,-6.3,-0.8,-0.7,-1.5,-0.5
COc1ccc(C(=O)Oc2ccc(F)cc2C(=O)/C=C/c2ccc(OC)c(OC)c2)cc1,-5.9,5.7,0.6,7.9,9.1,-8.8,1.6,-5.0,-2.6
CC1CN(C(=O)N2CCC(C(=O)NC3CCCCCC3)CC2)c2cc(Cl)ccc2O1 (stereo not drawn),-26.3,-0.8,-0.5,5.0,·,-5.3,0.6,-5.8,-2.9
Cc1c(NC(=O)c2ccc3ncccc3c2)c(=O)n(-c2ccccc2)n1C,-3.0,2.9,0.3,9.4,-12.6,-9.3,-0.5,-6.3,-4.5
CS(=O)(=O)NNC(=O)CN1C(=O)C2C3C=CC(C3)C2C1=O (stereo not drawn),-2.1,0.6,0.4,3.4,12.6,-11.2,0.3,0.0,-2.8
Cc1cccc(NNC(=S)Nc2c(C)cccc2C)c1,-13.6,-0.4,-0.9,-11.4,-11.6,-13.2,-1.5,21.0,-8.0
COc1ccc(N2C(=O)CC(N(Cc3ccco3)C(=O)CCC(=O)O)C2=O)cc1 (stereo not drawn),0.5,0.7,0.5,7.3,-17.4,-4.3,-0.3,6.3,-4.3
c1ccc(OCCOc2ncnc3ccccc23)cc1,2.1,2.2,0.1,10.6,-1.9,-3.2,1.3,-13.1,0.8
COc1cc(NC(=O)c2cc3ccccc3o2)c(OC)cc1Cl,23.6,2.7,0.2,-2.4,-12.0,-4.8,-0.3,-4.3,-5.1
COCCSc1ccccc1C(=O)N1CCC(Cc2ccccc2)CC1,-21.2,6.0,0.3,-1.3,-2.5,-1.3,0.2,-4.6,-2.1
COc1cc(CCCN2CCNC[C@@H]2Cc2ccccc2)cc(OC)c1OC,-23.1,-0.4,0.1,3.3,7.3,·,-0.1,-1.7,0.9
Nc1cccc(S(=O)(=O)Nc2ccc(Br)cc2)c1,1.1,7.6,0.0,·,·,-3.7,·,-0.5,11.3
Cc1csc(NC(=O)CCC(=O)N(CC(=O)NC2CCCCC2)c2ccccc2)n1,17.8,1.0,0.7,·,5.2,-10.6,1.1,2.7,-2.1
Cc1cc(C)nc(NS(=O)(=O)c2ccc(NS(=O)(=O)c3ccccc3)cc2)n1,-0.6,2.0,-0.1,-10.6,1.1,8.4,0.0,-16.2,-5.2
O=C(C(c1ccccc1)c1ccccc1)N1CCN(CC(O)COc2ccccc2)CC1 (stereo not drawn),-9.5,1.3,-2.0,-14.0,19.3,5.2,-0.1,-5.9,-0.9
CCN(CC)c1ccc(/C=N/Nc2nc3ccccc3[nH]2)cc1,-61.6*,1.1,-0.2,-0.8,1.4,-1.2,-0.9,2.4,-2.3
Cc1cc2oc(=O)cc(COC(=O)Cn3cnnn3)c2cc1C(C)C,0.2,-0.1,-0.2,1.9,17.0,-6.5,-1.3,-5.5,-3.1
CCCCC(=O)NC(=O)NC(c1ccccc1)c1ccccc1,14.1,5.9,0.9,7.0,-10.1,-21.4,0.6,-5.4,3.8
CCc1cccc(C)c1NC(=O)COCc1cc(-c2ccc3c(c2)OCO3)on1,3.1,10.5,0.5,·,·,-11.4,·,-4.4,-1.9
CCOC(=O)C1(CCOc2ccccc2)CCN(Cc2cccc(F)c2)CC1,-21.2,8.9,0.7,-12.8,4.7,-12.9,-0.2,-4.2,-2.5
Cn1c(Cc2ccccc2)nnc1SCC(=O)Nc1cccc(S(=O)(=O)NC2=NCCCCC2)c1,-1.1,0.6,-0.5,2.3,8.7,-9.6,0.6,9.7,-0.3
CC(C)Oc1ccc(CNC(=O)c2ccccc2NC(=O)c2nsc3ccccc23)cc1,0.0,0.6,0.7,10.2,·,-25.7,0.2,-0.4,-2.2
Cc1ccc(C2c3c(oc4ccccc4c3=O)C(=O)N2CCCN2CCOCC2)o1 (stereo not drawn),3.1,-1.6,0.8,19.5,-1.3,-1.1,0.6,5.8,4.3
C/C(=N\NC(=O)c1ccn(C)n1)c1ccco1,6.6,0.8,0.3,-18.0,-2.2,-5.3,23.6,2.5,-1.9
CCc1c(C)nc(SCC(=O)N2CCN(c3ccccc3OC)CC2)[nH]c1=O,-4.3&2.1,1.7&-1.4,-0.6&-0.2,-12.9&-12.2,3.3,16.1&-15.2,-0.4&-1.1,-10.6&15.5,-4.8&-0.4
CC(=O)Nc1ccc(NC(=O)COC(=O)c2c(-c3ccccc3)noc2C)cc1,-6.5,3.5,0.0,-13.0,1.0,-4.5,1.1,-3.6,-2.4
Cc1ccc(C2=CC(c3cccs3)n3nnnc3N2)cc1 (stereo not drawn),-22.0,1.6,-1.5,-0.1,-10.9,-8.8,-1.0,-0.7,-3.5
NC(=O)COC(=O)c1cccc(S(=O)(=O)N2CCCc3ccccc32)c1,-22.8,4.5,-0.6,5.3,-11.1,-1.1,1.2,2.5,-1.9
Cc1ccc(NC(=O)NCCCN2CCCC2=O)c(C)c1,-9.9,0.8,0.4,0.2,-12.4,-5.8,0.7,-1.4,2.8
CCOC(=O)N1CCN(C(=O)c2cc3cc(OC)c(OC)cc3[nH]2)CC1,-6.7,1.6,1.3,11.3,0.1,4.1,0.0,8.1,-0.2

# In the list so far, these have fluorine:
SMILES,D1 antag,D1 ag,TRHR ag,D2 potentiator,D2 antag,RXFP1 antagonist,D2 ag,TRHR PAM,D1 PAM
COc1ccc(C(=O)Oc2ccc(F)cc2C(=O)/C=C/c2ccc(OC)c(OC)c2)cc1,-5.9,5.7,0.6,7.9,9.1,-8.8,1.6,-5.0,-2.6
CCOC(=O)C1(CCOc2ccccc2)CCN(Cc2cccc(F)c2)CC1,-21.2,8.9,0.7,-12.8,4.7,-12.9,-0.2,-4.2,-2.5

# Other records follow.
SMILES,D1 antag,D1 ag,TRHR ag,D2 potentiator,D2 antag,RXFP1 antagonist,D2 ag,TRHR PAM,D1 PAM
COc1ccc(-c2oc3ncn4nc(-c5ccccc5Cl)nc4c3c2-c2ccc(OC)cc2)cc1,-4.2,-0.4,0.5,·,·,3.6,1.7,-1.1,-2.8
CC(C)CC(C(=O)O)C(C)CC(=O)Nc1ccn(-c2ccccc2)n1 (stereo not drawn),-13.3,1.6,0.0,-6.6,·,4.8,·,-0.6,-1.3
Cc1nc2nc(SCC(=O)NCCCN3CCCCC3)nn2c(C)c1Cc1ccccc1,4.5,1.7,0.5,4.7,-10.0,2.5,1.1,-1.7,-4.8
CCN(CC)S(=O)(=O)c1ccc2nc(NC(=O)c3cncc(Br)c3)sc2c1,-4.8,30.6*,2.2,0.9,·,-11.4,·,-7.8,-3.5
Cc1cccc(Cn2cc(C(=O)Nc3ccc(S(N)(=O)=O)cc3)ccc2=O)c1,5.4,-0.8,0.1,-6.0,·,·,·,14.5,-3.4
COc1cc(/C=N/NC2=NCCCCC2)ccc1O,7.7,0.6,0.4,-0.3,14.4,-23.4,0.0,7.4,2.9
NS(=O)(=O)c1ccc(NC(=O)CN2CCCc3ccccc32)cc1,-19.7,1.1,0.4,2.1,-3.2,16.2,0.3,-2.6,-6.4
CCCOc1ccc(CNCCCOCC)cc1OC,-14.1,1.9,-0.2,-5.5,5.6,-14.1,0.2,-10.6,-6.3
C#CCOCCOCCOCCNc1nc(N2CCN(C(=O)[C@H](C(C)C)n3cc(CCO)nn3)CC2)nc(N2CCN(C(=O)[C@H](CCCCN)n3cc(CCCC)nn3)CC2)n1,2.4,-1.0,-0.2,10.1,-4.7,·,-0.9,4.1,-5.0
O=C(COC(=O)c1ccc(F)c(S(=O)(=O)N2CCOCC2)c1)c1ccc(Br)cc1,1.2,4.9,0.8,37.7*,36.4*,-2.9,1.6,-3.2,-6.3
CC1=C(C(=O)OCc2ccccc2)C(c2ccc(Cl)cc2)NC(=O)N1CCCC(=O)O (stereo not drawn),13.1,0.7,0.0,1.5,3.9,·,1.2,-2.6,-4.4
Cn1c(=O)[nH]c(=O)c2c1nc(CN1CCOCC1)n2Cc1ccccc1,12.6,3.9,0.9,-5.8,1.3,2.0,0.1,0.4,4.1
CCN(CC)CCNC(=O)c1ccc(Cn2c(=O)c3cccn3c3cccnc32)cc1,-16.1,1.3,0.8,3.9,·,-10.6,3.4,-3.2,-1.8
NC(=O)c1cnn2c(-c3cccc(C(F)(F)F)c3)ccnc12,-7.5,1.6,-0.5,·,·,-9.6,·,-5.0,-4.5
COc1ccc(C(CC(=O)Nc2cc(OC)c(OC)c(OC)c2)N2Cc3ccccc3C2=O)cc1 (stereo not drawn),1.5,-1.6,-0.4,-1.6,·,4.9,-0.2,-1.4,0.3

# Profiles as entered above. Screens in order: D1 antag | D1 ag | TRHR ag | D2 potentiator | D2 antag | RXFP1 antagonist | D2 ag | TRHR PAM | D1 PAM
# Listed for `NS(=O)(=O)c1ccc(NC(=O)CN2CCCc3ccccc32)cc1` = -19.7 | 1.1 | 0.4 | 2.1 | -3.2 | 16.2 | 0.3 | -2.6 | -6.4
# Listed for `COc1cc(/C=N/NC2=NCCCCC2)ccc1O` = 7.7 | 0.6 | 0.4 | -0.3 | 14.4 | -23.4 | 0.0 | 7.4 | 2.9

# Other compounds follow.
SMILES,D1 antag,D1 ag,TRHR ag,D2 potentiator,D2 antag,RXFP1 antagonist,D2 ag,TRHR PAM,D1 PAM
Cc1n[nH]c(=O)c2c1nnn2Cc1ccc(F)cc1,-8.4,3.2,0.3,2.2,0.4,2.8,0.6,4.4,-1.6
CCN(C(=O)COC(=O)c1cc(S(=O)(=O)N2CCOCC2)c(Cl)cc1Cl)C1CCS(=O)(=O)C1 (stereo not drawn),16.7,0.1,0.9,-2.9,-4.9,2.8,-0.2,2.6,0.8
Cc1ccn2c(NC(=O)c3ccco3)c(-c3ccccc3)nc2c1,-5.0,-1.4,0.0,4.2,-22.1,-5.5,-0.9,-1.9,-8.1
O=c1ccc2cc(S(=O)(=O)N3CCN(c4cc(Cl)ccc4Cl)CC3)ccc2o1,-9.0,0.9,0.1,-3.3,-19.3,-7.6,0.1,-0.5,4.9
COc1ccc2cc(-c3ccccc3)ncc2c1,0.4,3.0,-0.2,-7.2,-20.6,·,-0.2,4.0,-4.8
Cc1ccc(N(CC(=O)NC2CCCCC2)S(=O)(=O)c2c(C)nn(C)c2C)cc1,-10.1,0.2,-1.0,7.3,8.0,15.7,-0.4,-14.4,-4.6
